Source: PubChem
OX1R antag-1: OX1R (HCRTR1) antagonists, primary screen, fluorescence, CHO/OX1R cells, Fluo-8 calcium, orexin A; inhibition, % at 5 µM; 330,000 tested, 0.43% active; Fluo-8 calcium fluorescence; AID 434989, 2010;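 active means inhibition above its plate's threshold, mean inhibition of all tested compounds on the plate plus 3 SD, cut at about 37% in these data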;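 further: 0% = orexin A challenge wells and 100% = SB-334867-A antagonist wells; not every result past the cut was called active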
Target sequence (O43613 whole entry, looked up): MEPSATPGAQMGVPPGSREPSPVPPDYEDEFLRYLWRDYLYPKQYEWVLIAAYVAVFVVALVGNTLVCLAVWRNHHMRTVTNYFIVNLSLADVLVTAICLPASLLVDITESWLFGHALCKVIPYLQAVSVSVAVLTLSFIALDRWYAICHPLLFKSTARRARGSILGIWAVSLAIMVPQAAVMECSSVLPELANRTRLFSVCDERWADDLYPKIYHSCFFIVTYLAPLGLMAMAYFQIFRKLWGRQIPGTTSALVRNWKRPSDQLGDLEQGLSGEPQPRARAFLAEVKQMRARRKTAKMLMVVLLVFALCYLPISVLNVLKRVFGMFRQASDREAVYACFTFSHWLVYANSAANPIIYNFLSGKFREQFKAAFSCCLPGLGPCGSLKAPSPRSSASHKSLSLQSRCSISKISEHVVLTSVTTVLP
OX1R antag-2: antagonists of human orexin 1 receptor (OX1R); OX1R-expressing cells, FRET antagonist read-out; 330,000 tested, 1.8% active; Orexin/Hypocretin receptor type 1 (Homo sapiens), O43613; AID 485270, 2010; inhibition, % at 6.6 µM; in the data active means inhibition mostly above about 38%, no sharp cut-off; inactive means mostly below about 40%;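 further: 0% = agonist challenge alone and 100% = reference antagonist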
* marks the source's active call; other numbers are inactive results.

SMILES	OX1R antag-1	OX1R antag-2
COCCCN1C(=O)C(=O)/C(=C(/O)c2ccc(S(=O)(=O)N3CCCCC3)cc2)C1c1cccc(OC)c1 (configuration not stated)	8.7	4.9
Oc1c(C(Nc2cccc(C(F)(F)F)c2)c2ccncc2)ccc2cccnc12 (configuration not stated)	-14.8	24.3
Cc1ccc(C(=O)NCC#N)cc1	-3.5	11.9
Cc1cccc(N2CCN(C(=O)C3COc4ccccc4O3)CC2)c1C (configuration not stated)	-20.9	13.0
CCn1c2ccccc2c2nnc(SCC(=O)N3CC(C)OC(C)C3)nc21 (configuration not stated)	0.0	33.5
CC(=O)Nc1ccc(S(=O)(=O)N2CCSc3ccccc32)cc1	8.6	13.6
Cc1cc(C)cc(NC(=O)c2ccc(S(=O)(=O)C(F)F)cc2)c1	-2.1	14.0
Cc1[nH]c2ccccc2c1C(=O)C(=O)NCCC1=CCCCC1	-7.5	10.5
Cc1cc(C)n(-c2ccc(Cl)c(C(=O)NCc3ccccc3)n2)n1	-18.6	45.9
N#CC1=C(N)N2C(=C(C#N)C13CCCC3)Nc1ccccc12	3.3	14.5
COc1nc(NCc2ccc(Cl)cc2)nc(OC)n1	-4.0	7.6
COCCOC(=O)C1=C(N)OC2=C(C(=O)CC(C)(C)C2)C1c1cccnc1 (configuration not stated)	-19.6	7.6
Cc1cc(C)c2c(n1)sc1c(-c3ccccc3)c(C#N)c(N)nc12	-22.1	28.2
COC(=O)C1C(=O)c2c([nH]c(C(=O)OC3CCCC3C)c2C)CC1C (configuration not stated)	-31.5	14.0
CC(=O)N1CCN(c2ccc(Oc3nnnn3-c3ccccc3)cc2)CC1	-8.0	7.8
CC1CCCC(C)N1CCCNC(=O)c1nn(C)c2c1CSc1ccccc1-2 (configuration not stated)	-16.9	14.9
N/C(=N\O)c1cccc(CS(=O)(=O)c2ccccn2)c1	-8.7	1.2
O=c1[nH]c(NC2CCCCC2)c([N+](=O)[O-])c(=O)[nH]1	5.3	21.1
Cc1cc(C(=O)OCC(=O)Nc2ncc(C(F)(F)F)cc2Cl)c(C)o1	-25.0	8.8
CCN(CC)C(=S)SCC(=O)Nc1ccc(S(N)(=O)=O)cc1	13.2	-5.7
N#C/C(=N\Nc1ccc(F)cc1)C(=N)N1CCCCC1	-5.3	4.9
N#CC1(NC(=O)COC(=O)c2nc(Cl)ccc2Cl)CCCCC1	-10.2	7.2
CN1C(=O)CSC1=S	-8.6	21.4
CNc1c([N+](=O)[O-])cnn1-c1ccc(Cl)cc1	-4.8	11.2

Record cards (already shown). Values in the order: OX1R antag-1, OX1R antag-2
CC1CCCC(C)N1CCCNC(=O)c1nn(C)c2c1CSc1ccccc1-2 (configuration not stated) is listed as -16.9, 14.9
N#CC1(NC(=O)COC(=O)c2nc(Cl)ccc2Cl)CCCCC1 is listed as -10.2, 7.2
CN1C(=O)CSC1=S is listed as -8.6, 21.4
Oc1c(C(Nc2cccc(C(F)(F)F)c2)c2ccncc2)ccc2cccnc12 (configuration not stated) is listed as -14.8, 24.3
Cc1cccc(N2CCN(C(=O)C3COc4ccccc4O3)CC2)c1C (configuration not stated) is listed as -20.9, 13.0

Remaining list, next part:
SMILES	OX1R antag-1	OX1R antag-2
CN(CC(=O)Nc1cccc(F)c1)C(=O)c1ccccc1Cc1ccccc1	-11.6	30.8
CCc1ccccc1NC(=O)Nc1cccc(F)c1	7.3	14.8
CCc1ccccc1NC(=O)CNC(=O)CNC(=O)C1CCCCC1	-6.8	-1.9
CCN=C1S/C(=C\c2cc(Br)ccc2OCC(=O)OCC)C(=O)N1CC	-20.6	18.4
COCc1ccc(C(=O)N2CCc3c([nH]c4ccccc34)C2c2ccccn2)s1 (configuration not stated)	-22.2	13.5
O=[N+]([O-])c1ccc2nc(SCc3ccccc3Cl)sc2c1	-16.7	18.6
COc1ccc(NC(=O)c2cc(NC(=O)C3CCCCC3C(=O)O)ccc2N2CCOCC2)cc1 (configuration not stated)	-11.3	26.1
O=c1c(-c2ccc(Cl)cc2)[n+]([O-])c2ccccc2n1O	-10.9	43.3
C/C(CC(=O)Nc1ccc2c(c1)OCCO2)=N\NC(=O)c1ccccc1Cl	-28.4	4.6
CCN(CC(=O)Nc1ccc2c(c1)OCCO2)Cc1nc2cc(Cl)ccc2c(=O)[nH]1	-17.7	12.9
CCCCc1ccc(NS(=O)(=O)N(C)C)cc1	-10.9	22.3
CCN(CC)S(=O)(=O)c1cccc(NC(=O)CNc2cccc(S(=O)(=O)N3CCCC3)c2)c1	28.2	25.4
COC(=O)Cn1ncc2c3ccccc3n(Cc3ccccc3)c2c1=O	-3.8	10.0
CCOC(=S)NC(=O)c1sc2ccccc2c1Cl	-8.7	3.5
O=C(Cc1ccc(Cl)cc1)c1c[nH]c(C(=O)NCCCn2ccnc2)c1	-28.6	-7.7
CCn1c(SCC(=O)N2CCOCC2)nc(O)cc1=O	11.5	11.8
COc1cccc(Nc2cc(C)nc3nc(C)nn23)c1	-8.5	12.9
CC(=O)NCCNC(=O)C1CCC(CNc2nc(=S)[nH]c3ccccc23)CC1 (configuration not stated)	1.7	12.9
COCCn1ccc2c(OCC(=O)NCCc3ccc(OC)c(OC)c3)cccc2c1=O	-25.5	25.4
Cc1cc(C)nc(SCC(=O)c2c(N)n(C)c(=O)n(C)c2=O)n1	-8.4	1.4
CC(=O)c1cccc(Nc2nc(N3CCOCC3)nc(N3CCOCC3)n2)c1	-16.3	-1.0
CNS(=O)(=O)c1cccc(C(=O)OCC(=O)Nc2ccccc2OC(F)F)c1	-15.2	16.0
CC(C)[C@H](NC(=O)[C@H](Cc1ccccc1)n1c(=O)[nH]c2ccccc2c1=O)C(=O)N1CCC[C@H]1C(=O)O	-5.9	9.8
CCN(CC(=O)N1CCOCC1)S(=O)(=O)c1cc(Cl)ccc1Cl	-2.7	4.8
Cc1ccc(SCC(=O)NCCSCc2ccccc2)cc1	-11.8	11.2
COc1ccc(N(CC(=O)NC2CC3CCC2C3)S(=O)(=O)c2ccc(C)c([N+](=O)[O-])c2)cc1 (configuration not stated)	-16.1	7.7
CCOc1ccc(NC(=S)NCc2cccnc2)cc1	-26.1	10.9
c1ccn2c(SCc3ccc4c(c3)OCCO4)nnc2c1	-8.8	6.7
Cc1cccc(NC(=O)CS(=O)(=O)c2c[nH]c3ccccc23)c1C	-13.5	11.1
C[C@H](N)c1nnc(SCc2c(Cl)cccc2Cl)o1	-7.0	16.5
Cc1ccc(OC(C)C(=O)N(C)c2ccccc2)c([N+](=O)[O-])n1 (configuration not stated)	-3.3	4.5
COc1ccc(/C=C(\NC(=O)c2ccccc2)C(=O)NCc2cccnc2)cc1	-13.4	24.6
O=C(Nc1cccc(-n2cnnn2)c1)c1cccc(Cl)c1	-19.2	13.6
O=C(CC1SC(=Nc2ccc(OC(F)F)cc2)N(CCN2CCOCC2)C1=O)Nc1ccccc1 (configuration not stated)	-17.1	13.9
O=S(=O)(c1ccccc1)N(CC1CO1)c1cc(Cl)ccc1Cl (configuration not stated)	-21.1	18.3
CC12CCC(C(=O)NCCN3CCCCC3)(CC1=O)C2(C)C (configuration not stated)	8.2	8.3

An excerpt of these results, in CSV form.
Compound,OX1R antag-1,OX1R antag-2
C[C@H](N)c1nnc(SCc2c(Cl)cccc2Cl)o1,-7.0,16.5
O=C(CC1SC(=Nc2ccc(OC(F)F)cc2)N(CCN2CCOCC2)C1=O)Nc1ccccc1 (configuration not stated),-17.1,13.9

Other compounds follow.
SMILES	OX1R antag-1	OX1R antag-2
Cc1nn(CSc2c(F)c(F)c(F)c(F)c2F)c(C)c1[N+](=O)[O-]	-10.3	6.5
CCN(CC)S(=O)(=O)c1ccc(N2CCOCC2)c(NS(=O)(=O)c2ccc(C)cc2)c1	-21.2	6.0
CC[C@]12c3[nH]c4ccc(OC)cc4c3CCN1C(=O)C(CC(=O)NCCCN(C)C)C[C@@H]2C(=O)N1CCN(C(=O)C2CC2)CC1 (some centres not stated)	-6.5	7.5
Cc1ccc(NC(=O)CCC(=O)OCC(F)(F)C(F)F)cc1	-7.8	13.4
CC1=C(CC(=O)c2ccc(Cl)cc2)C(=O)c2ccccc2C1=O	-14.1	13.7
COCCNC(=O)C(OC(=O)c1ccco1)c1ccccc1OC (configuration not stated)	-19.4	25.9
CCCC(c1nnnn1C(C)(C)C)N1CCN(c2ccccc2)CC1 (configuration not stated)	-0.4	22.1
Cc1ccc(C(=O)CC2(O)C(=O)N(Cc3ccc4c(c3)OCO4)c3ccccc32)cc1 (configuration not stated)	-22.6	10.8
COc1ccccc1C(=O)Nc1ccccc1SC	-17.8	21.8
Cc1ccc(C)c(Cn2nnc3c(=O)[nH]c(C4CCCN(S(=O)(=O)Cc5ccccc5)C4)nc32)c1 (configuration not stated)	1.3	12.8
CC(=O)N1CCc2cc(Br)cc(S(=O)(=O)NCCCN(C)Cc3ccccc3)c21	-16.4	8.5
O=C(NNc1ccccc1[N+](=O)[O-])NC1CCCCC1	4.8	28.6
COc1cc(-c2nc(CN(C)C(C)c3ccncn3)c(C)o2)ccc1F (configuration not stated)	-22.6	9.6
COc1ccc(S(=O)(=O)n2cccc2)cc1OC	-3.4	16.6
Cc1ccc2c(Cl)cc(Cl)c(OCC(=O)NC(C)(C)C)c2n1	-48.4	22.8
CN(C)S(=O)(=O)c1ccc(Cl)c(C(=O)OCC(=O)c2ccco2)c1	-20.7	0.8
O=C(COC(=O)c1cccc(F)c1)Nc1ccc(Cl)cn1	-13.6	-1.5
COc1ccc2c(c1)C=C(CN1CCN(Cc3ccccc3C)C(CCO)C1)CO2 (configuration not stated)	-36.1	-0.2
O=C(CCOc1ccccc1)Nc1ccc(Br)cc1	-4.4	0.5
CCc1ccc2oc(C(=O)NC3CCS(=O)(=O)C3)cc(=O)c2c1 (configuration not stated)	-5.4	19.8
COc1ccccc1OCc1ccc(C(=O)N(C)C)o1	-7.2	10.6
Cc1ccc(S(=O)(=O)N2CCC(C(=O)OCC(=O)NCc3ccco3)CC2)cc1C	-19.8	8.9
O=C1CCCN1C(=O)COc1cc(F)ccc1[N+](=O)[O-]	-7.3	2.5
CC(C)c1nc2oc3c(N(C)CCO)ncnc3c2c2c1CCC2	-3.0	5.0
CC(C)NC(=O)COc1ccc(S(=O)(=O)N(C)Cc2ccccc2)cc1	-8.3	23.4
Cc1ccc(-c2csc(=S)n2CC(=O)OCC(=O)NCc2ccc(F)cc2)cc1	-14.0	29.8
C[C@H](CO)N1C[C@H](C)[C@@H](CN(C)Cc2ccc(-c3ccccc3)cc2)Oc2c(NC(=O)Cc3ccccc3)cccc2C1=O	-6.3	19.1
CC(C)OC(=O)c1ccc(COC(=O)CNC(=O)c2ccco2)cc1	-12.3	16.6
COc1cccc(CN(C)S(=O)(=O)c2cccs2)c1	-5.8	12.4
Nc1ccc(SCc2cccnc2)cc1	-14.2	6.8
CCOC(=O)c1c(C)[nH]c(C(=O)N(C)Cc2cccc(OC)c2OC)c1C	-25.2	11.1
O=C(NCc1ccccn1)c1ccc(Cn2c(=S)[nH]c3ccc(Br)cc3c2=O)cc1	-18.9	28.0
Cc1c(C(=O)N(C)C2CC(C)(C)NC(C)(C)C2)oc2c(F)cccc12	-2.9	6.7
Cc1nonc1NC(=O)Nc1cccnc1	-9.1	4.6
CCOC(=O)C(C)(C)C(=O)C(C)(C)C(O)c1ccccn1 (configuration not stated)	-3.4	7.6
CC(C)C(C)(C#N)NC(=O)CSc1nnc(C(F)(F)F)n1C (configuration not stated)	-14.0	-0.7
Cc1ccc(C(=O)Nc2ccc(F)c(S(=O)(=O)N3CCOCC3)c2)s1	-15.6	0.3
Cc1ccc(OCCNC(=O)CNC(=O)c2ccccc2Cl)cc1	-15.9	7.2
N#Cc1c(-c2ccc(F)cc2)cc(-c2cccs2)nc1SCC(=O)O	-5.2	12.9
O=C1CCc2cc(S(=O)(=O)N3CCN(c4ccc(F)cc4)CC3)cc3c2N1CC3	-18.9	18.1
Cc1ccc(SCCC(=O)NCc2ccncc2)cc1	-20.5	25.9
CCOC(CNC(=O)C1CCN(S(=O)(=O)c2ccc3nc4c(c(C(=O)O)c3c2)CC(C)CC4)CC1)OCC (configuration not stated)	-3.1	8.4
O=C(NCC(c1ccco1)N1CCOCC1)c1ccc([N+](=O)[O-])cc1 (configuration not stated)	-4.3	66.9*
CCOC(=O)c1ccc(NC(=S)N(CCCN2CCCC(C)C2)Cc2ccco2)cc1 (configuration not stated)	-13.8	31.7
CS(=O)(=O)N(CC(=O)NCCSCc1ccco1)c1ccc(Cl)cc1	-13.2	9.9
O=C1/C(=C\c2ccc(C(F)(F)F)cc2)CSc2sccc21	3.7	15.9
CCOc1ccc(CNC(=O)C2Cc3cc(S(=O)(=O)N4CCCC4)ccc3N2C(C)=O)cc1 (configuration not stated)	-25.4	6.0
CCc1cc(C(=O)N2CCCC(Nc3ccc(F)c(F)c3)C2)n(C)n1 (configuration not stated)	-6.1	33.3
O=C(CCS(=O)(=O)c1ccccc1)NCc1ccccc1	4.9	17.8
CCC(C)(C)n1nnnc1C(c1cc(OC)ccc1OC)N1CCN(Cc2ccccc2)CC1 (configuration not stated)	-45.7	11.7
O=[N+]([O-])c1cccc(CNC2CCCCCC2)c1	-20.5	25.2
Cc1cccc(NS(=O)(=O)c2nnc(NC(=O)c3ccc(C)c(C)c3)s2)c1	23.2	51.5*
Cc1ccc(C(=O)OCc2nnc(-c3ccccc3)o2)cc1S(=O)(=O)N1CCOCC1	-17.1	-1.1
CCOc1cc(/C=N/NC(=O)COc2ccc(C)cc2)ccc1OC(=O)c1cccs1	-3.9	7.0
CC(C)CNC(=O)CSc1nc2scc(-c3ccccc3)c2c(=O)[nH]1	-15.7	11.4
Cc1nn(C(C)C(=O)O)c(=O)c2ccccc12 (configuration not stated)	-2.4	9.2
CCCCN(CCCC)CC(O)CN(c1cc([N+](=O)[O-])ccc1OC)S(=O)(=O)c1ccccc1 (configuration not stated)	-26.2	15.6
COc1ccc(-c2sc3ccccc3c2-c2ccc(OCCN3CCOCC3)cc2)cc1	2.2	-2.0
